CHRM1 PAM = potentiates human M1 receptor response to acetylcholine. AID 588819. activation, % at 3 µM. CHO-K1 hM1, Fluo-8 calcium fluorescence, ACh EC20; 0% = ACh EC20, 100% = maximal ACh. actives 0.088% (n = 360,000); in the data active = activation above about 19%, passing the limit was not always enough
OXTR potentiate = potentiates the human oxytocin receptor response. P30559. CHO-OTR cells, Fluo-8 calcium fluorescence, potentiator mode; 0% = oxytocin EC15, 100% = EC100. activation, % at 3 µM. actives 0.061% (n = 320,000);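 active = activation above that plate's cutoff, the mean activation of tested compounds plus 3 SD, cut at about 6.6% in these data, passing the limit was not always enough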;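 also: 100% uses oxytocin at 75 nM as the full agonist control; some results filed as inactive read as strong as hits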
Target sequence (P30559 whole entry, looked up): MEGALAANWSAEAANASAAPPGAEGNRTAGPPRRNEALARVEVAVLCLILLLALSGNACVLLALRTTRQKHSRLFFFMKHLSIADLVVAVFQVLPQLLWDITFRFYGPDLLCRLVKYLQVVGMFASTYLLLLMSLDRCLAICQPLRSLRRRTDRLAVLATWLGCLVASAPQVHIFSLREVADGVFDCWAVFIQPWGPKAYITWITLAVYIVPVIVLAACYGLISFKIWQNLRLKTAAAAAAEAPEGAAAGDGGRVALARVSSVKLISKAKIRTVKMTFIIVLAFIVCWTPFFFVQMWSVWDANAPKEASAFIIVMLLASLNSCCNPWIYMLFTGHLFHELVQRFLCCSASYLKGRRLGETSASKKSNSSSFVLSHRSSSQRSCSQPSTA
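test system = CHO-OTR cells, human receptor | compound = single-point 3.0 µM | schedule = 6 min compound pre-incubation at room temperature, 100 s kinetic read | signal = Fluo-8 no-wash calcium dye fluorescence, excitation 470-495 nm, emission 515-575 nm | repeats = single well per compound, singlicate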
M1 antag = blocks human M1 muscarinic receptor. P11229. CHO-K1 hM1, Fluo-8 calcium fluorescence, ACh EC80 antagonist. inhibition, % at 3 µM. actives 1.3% (n = 360,000);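 active = percent inhibition above its own plate's cutoff, namely the mean of that plate's compound wells plus 3 SD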;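 also: peak over basal fluorescence ratio during 140 s after agonist addition; 0% = ACh EC80 plus DMSO and 100% = DMSO alone without agonist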
CHRM4 antagonist = CHRM4 antagonism in calcium assay. P08173. CHO-hM4 cells, ACh EC80, Fluo-8 calcium fluorescence. inhibition, % at 3 µM. actives 0.73% (n = 360,000). AID 624125;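 active = inhibition above its plate's cutoff, the mean inhibition of sample wells plus 3 SD, cut at about 27% in these data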;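 also: 0% = acetylcholine EC80 with DMSO and 100% = DMSO without agonist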
Target sequence (P08173 whole entry, looked up): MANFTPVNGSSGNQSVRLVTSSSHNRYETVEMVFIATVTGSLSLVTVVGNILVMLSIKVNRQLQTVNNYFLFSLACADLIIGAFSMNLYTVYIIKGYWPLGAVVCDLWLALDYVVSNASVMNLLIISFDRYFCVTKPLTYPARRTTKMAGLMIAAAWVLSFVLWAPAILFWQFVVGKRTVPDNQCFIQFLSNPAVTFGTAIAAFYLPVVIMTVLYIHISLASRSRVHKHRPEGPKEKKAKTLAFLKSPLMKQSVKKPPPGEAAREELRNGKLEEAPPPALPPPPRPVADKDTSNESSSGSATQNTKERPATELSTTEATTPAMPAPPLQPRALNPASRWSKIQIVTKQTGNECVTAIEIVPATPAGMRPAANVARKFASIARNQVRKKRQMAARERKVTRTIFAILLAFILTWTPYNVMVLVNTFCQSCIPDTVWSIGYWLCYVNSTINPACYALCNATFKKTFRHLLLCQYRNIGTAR
CHO-K1 Ca antag = nonselective inhibitor or artifact in parental CHO-K1 cells | ATP-induced calcium, Fluo-8 fluorescence | inhibition, % at 3 µM | actives 0.6% (n = 360,000);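 active = inhibition above a per-plate cutoff, the plate's mean sample inhibition plus 3 SD, cut at about 24% in these data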;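 also: 0% = DMSO plus EC80 ATP and 100% = DMSO alone without ATP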
M4 ag = agonists of human muscarinic M4 receptor (CHRM4). P08173. CHO-K1 hM4/Gqi5, Fluo-8 calcium fluorescence; vehicle 0%, full acetylcholine response 100%. activation, % at 3 µM. actives 0.14% (n = 360,000);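 active = activation above the run mean over all test wells plus 3 SD, cut at about 32% in these data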;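 also: peak over basal fluorescence ratio per well then scaled between controls; 0% = DMSO wells and 100% = acetylcholine at EC100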
CHRM1 agonist = activates human CHRM1 receptor | AID 588814 | CHO-K1 hM1, Fluo-8 calcium fluorescence, agonist mode; 0% DMSO, 100% acetylcholine EC100 | activation, % at 3 µM | actives 0.33% (n = 360,000) | P11229;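 active = activation above the run's mean compound activation plus 3 SD, cut at about 16% in these data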;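 also: peak over basal fluorescence ratio within a 140 s kinetic read after compound addition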
CHO parental Ca = signal in parental CHO cells, OX1R antagonist counter-screen; parental CHO-K1, ATP-induced calcium, Fluo-8 fluorescence; inhibition, % at 5.6 µM; actives 0.63% (n = 330,000);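 active = inhibition above that plate's mean sample inhibition plus 3 SD, cut at about 26% in these data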;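 also: 0% = ATP-challenged DMSO wells and 100% = DMSO wells without ATP; some compounds past the cut are filed as inactive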
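Assay system: parental CHO cells; Read-out basis: percent inhibition of ATP-evoked calcium rise, normalized to controls; Benchmarks: ATP and no-ATP DMSO wells; Compound dosing: single nominal dose of 5.6 µM per compound; Signal: Fluo-8 calcium dye fluorescence; Also added: ATP as calcium-mobilizing challenge; Repeats: singlicate.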
M1 ag parental = counter-screen for M1 agonists: effect in parental CHO-K1 cells; Fluo-8 calcium fluorescence; scaled to maximal ATP response, vehicle zero; activation, % at 3 µM; actives 0.48% (n = 360,000); AID 602248; in the data active = activation above about 15%;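 also: untransfected CHO-K1 host cells lacking M1 receptor as counterscreen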
* = called active by the depositor; . = not tested or not shown. Not a hit list; any-hit rate near 2.9%.

mol	CHRM1 PAM	OXTR potentiate	M1 antag	CHRM4 antagonist	CHO-K1 Ca antag	M4 ag	CHRM1 agonist	CHO parental Ca	M1 ag parental
Cc1cc(S(=O)(=O)N2CCCCC2)ccc1OCC(=O)N1CCCC1	0	-5	-3	-6	-6	1	-4	1	0.5
CC(=O)Nc1ccc(NC(=O)C2(C)Cc3c(-c4ccccc4)ccnc3O2)cc1 (stereo not given)	0	.	-5	5	-10	0	-2	.	0.3
O=[N+]([O-])c1cccc(-c2ccc(C(=S)N3CCOCC3)o2)c1	8	0	-1	-3	-15	3	-9	-5	2.2
Cc1cc(C)c(C#N)c(SCC(=O)Nc2ccc(S(=O)(=O)Nc3onc(C)c3C)cc2)n1	13	9	-12	-8	17	0	-5	-5	-0.2
CCOC(=O)C1CCN(C(=S)Nc2cccc(C)c2C)CC1	1	-5	-3	-3	-5	1	11	-10	0.2
CNC(=O)CSc1nnc(-c2cccnc2)n1-c1ccc(C)cc1	-11	4	15	-2	-1	0	-3	-12	0.0
O=C1C2CC=C(Cl)CC2C(=O)N1CNc1ccccn1 (stereo not given)	2	-15	3	3	-5	0	-3	0	0.5
O=C(NCC1CCCO1)c1cccc(Oc2ccc([N+](=O)[O-])cc2)c1 (stereo not given)	-4	-13	-2	-2	-9	9	-2	12	4.9
CC(=O)NCCc1cc2ccc(C)c(C)c2[nH]c1=O	10	-5	-11	-16	-2	2	-3	3	-0.1
c1ccc2[nH]c(CCCc3nc4ccccc4[nH]3)nc2c1	4	-4	-13	-4	-3	2	-4	-9	7.3
Cc1cc2oc3c(c(=O)c2cc1C)C(c1ccc(F)cc1)N(CCCN1CCOCC1)C3=O (stereo not given)	8	-7	-10	-7	-8	0	-3	-23	0.0
C#CCOc1ccc(CNC[C@H]2O[C@@H](n3ccc(N)nc3=O)[C@H](O)[C@@H]2O)cc1	10	.	-20	-2	-4	1	-3	.	0.6
COCCCN(C(=O)C1CCC1)c1c(N)n(Cc2ccccc2)c(=O)[nH]c1=O	8	-4	-6	-5	-11	1	-3	0	0.6
Cc1ccc(C(=O)Nc2ccc3c(c2)OCCO3)cc1	0	.	-5	-1	-12	0	-4	.	0.5
O=C(COC(=O)CC12CC3CC(CC(Br)(C3)C1)C2)NC(=O)NCc1ccco1	3	-8	-7	-6	1	1	-2	-19	-0.1
CC(C)(C)n1ncc2c(=O)n(CC(=O)NCc3ccc(F)cc3)cnc21	9	2	-10	1	-14	2	-3	-10	0.2
CC1CCC(NC(=O)c2nn(C)c(=O)c3ccccc23)CC1 (stereo not given)	10	.	-12	-15	-2	-1	-5	.	-0.4
COc1ccc(Cn2ccnc2SCC(=O)Nc2ccccc2OC)cc1	3	-3	10	-3	-10	5	-3	-26	3.1
Cc1cccc(NC(=S)NC(=O)CCc2ccccc2)c1	3	-9	-7	-1	6	-2	-3	-37	-0.7
CCC(=O)N(C)CCc1cc2c(c(OC)c1/C=N/NC(=O)c1ccncc1)OCO2	2	3	-6	-3	-11	2	-6	3	0.4
COC(=O)/C(=C/c1ccco1)NC(=O)c1ccccc1	2	-1	3	4	-1	1	-2	-6	-0.1
O=C(CSC1CS(=O)(=O)c2cc([N+](=O)[O-])ccc21)NNC(=O)c1ccccc1 (stereo not given)	5	-6	-1	-3	-8	5	-4	-14	2.1
Cc1ccc(C(=O)Nc2c(C(=O)NCc3ccco3)cnn2-c2ccccc2)cc1	6	-6	-5	-9	-20	2	-5	-16	1.7
COc1ccc2oc(=O)c(C(=O)NCc3ccccn3)cc2c1	4	-8	-1	1	-11	1	-4	-29	1.1
COc1ccc(NC(=O)CN(C)C(=O)c2ccc(S(=O)(=O)Nc3ccccc3F)cc2)cc1	2	-4	4	-4	-2	1	-5	-22	1.2
c1ccc2nc3c(cc2c1)CCCCC3	4	2	-8	-3	-11	0	-5	-12	0.8
COc1ccc(-c2[nH]ncc2CN2CCC(OCc3ccccc3)CC2)c(F)c1	-2	0	-1	-5	3	4	1	-22	0.2
CC(NC(=O)CN1CCCC1)c1ccccc1 (stereo not given)	18	-4	-17	3	3	1	-4	-4	0.0
O=C(CSc1n[nH]c(=O)n1C1CC1)Nc1ccc(Cl)c(Cl)c1	9	-3	-22	9	-6	19	1	-7	6.8
O=C(COc1ccc(Br)cc1F)NC1CC1	2	3	-9	0	-11	2	1	-10	0.9
C=CCNC(=O)NC(=O)COC(=O)/C=C/c1cccc([N+](=O)[O-])c1	11	-9	-7	-3	-19	0	0	5	0.9
Cc1ccc(NC(=O)c2cccc(S(=O)(=O)N3CCCc4ccccc43)c2)nc1	-14	-7	23	1	-2	8	-7	-11	2.0
O=c1c2ccccc2nnn1CSc1nc2ccccc2c(=O)n1Cc1ccco1	6	-8	-7	11	-3	-1	-4	-7	0.1
O=C1CC(N2CCN(c3ccccn3)CC2)C(=O)N1c1ccc(Cl)cc1 (stereo not given)	8	-11	-10	0	-17	2	-9	-42	0.5
CCn1c(SCC(=O)NC2CCCC2)nnc1-c1ccoc1C	22	0	-19	5	-11	1	1	-2	-0.1
CC(=O)Nc1ccc(S(=O)(=O)NC2=NCN(c3cccc([N+](=O)[O-])c3)CN2)cc1	5	-6	-1	-7	0	0	-4	-6	0.3
CCNC(=O)NC(=O)CSc1ccccc1F	9	-2	2	2	11	0	-4	-8	-0.3
Cc1ccc(CSc2ccc3nnc(-c4ccccn4)n3n2)cc1	-6	-2	16	-4	-15	13	1	-12	5.4
CCSc1nc2ccccc2n1Cc1cccc([N+](=O)[O-])c1	-11	3	6	-5	-6	0	-6	-21	0.3
CC(=O)C1=C(c2ccccc2)NC(=S)NC1c1cc(Cl)c(OC(C)C)c(Cl)c1 (stereo not given)	4	-8	0	5	10	19	-1	-2	24*
O=C(c1cc2c(s1)CCC2)N1C(=O)c2ccccc2S1(=O)=O	12	-10	1	5	4	1	1	9	1.4
Cc1cc(C)cc(NC(=O)CSc2nc(N)c(NC(=O)c3ccc(Br)o3)c(=O)[nH]2)c1	16	-3	-21	0	-11	1	-1	-2	1.1
CCC(=O)NNc1ncnc2c1cnn2C	11	-15	-14	-5	-19	1	-3	-5	1.3
COc1cccc(OC)c1C(=O)Nc1ccc(N2CCN(C(=O)c3ccco3)CC2)cc1	7	-3	-5	-6	-17	2	-2	-12	1.2
COC(=O)c1ccc(NC(=S)NCCc2ccccc2)cc1	-5	-24	10	24	16	14	1	7	9.7
CCCC(=O)Nc1cc(-c2nc3ncccc3o2)ccc1C	-2	-6	4	-16	-5	3	-3	-4	2.3
Cc1cc(C)cc(-n2c(C)cc(/C=N/NC(=O)c3ccncc3)c2C)c1	4	3	-1	4	-11	0	-3	-11	6.7
COc1ccc(C(=O)OCC(=O)N2CCN(S(=O)(=O)c3ccc(C)cc3)CC2)cc1[N+](=O)[O-]	12	.	-9	-2	-23	0	-6	.	0.6
CC(C)=CCN1CCC(n2nccc2NC(=O)c2ccccc2Cl)CC1	0	5	2	-11	15	1	-6	0	-0.6
COc1ccc(-c2cc(=Nc3ccc(C)cc3)c3ccccc3o2)cc1	4	-12	0	0	1	-1	0	-32	0.1

Later entries
mol	CHRM1 PAM	OXTR potentiate	M1 antag	CHRM4 antagonist	CHO-K1 Ca antag	M4 ag	CHRM1 agonist	CHO parental Ca	M1 ag parental
Cc1ccnc(NC(=O)CCNC(=O)c2ccc(Br)cc2)c1	0	.	10	2	-9	0	-1	.	0.5
Cn1cnnc1SCC(=O)NCCc1ccc(Cl)cc1Cl	10	-8	-14	-2	-10	1	-5	-4	-0.4
c1ccc(-c2cnc(-c3ccccn3)nn2)cc1	-2	3	13	5	-9	1	-5	-4	0.1
COCCN1CCN(C(=O)c2ccc3nc(Cc4ccc(OC)c(OC)c4)oc3c2)CC1	0	-12	3	-3	11	8	2	8	8.5
C=C1CCC[C@]2(C)C[C@H]3OC(=O)C(CNCC(OC)OC)[C@H]3CC12 (stereo not given in full)	12	-5	-10	1	-8	0	-1	-21	3.7
CN(CCc1ccccc1)C(=O)c1cccc(NC(=O)Cc2cccc(NC(=O)C3CCCN(S(=O)(=O)c4cccc([N+](=O)[O-])c4)C3)c2)c1 (stereo not given)	2	.	-9	1	-14	0	-5	.	0.2
O=C(CCn1c(=O)sc2ccccc21)Nc1cccnc1	4	-7	-6	3	-3	2	-4	7	0.8
O=C(Cn1cnc2ccccc2c1=O)N1CCOCC1	0	-2	0	7	-6	1	-2	-6	0.2
O=S(=O)(Cc1ccccc1Cl)NCCOc1ccccc1	-2	-5	-7	-21	-7	1	-3	-8	0.6
COc1ccccc1CN1C[C@@H]2C[C@@H](c3ccc(C)c(C)c3)N3CCC[C@@]23C1=O	-34	-1	16	-4	10	0	-13	-5	0.6
CN(C)/C=C1\C(=O)NN=C1C(F)(F)F	9	0	-9	2	7	1	-5	1	-0.3
Clc1ccccc1C1CC(c2ccccc2)Nc2ncnn21 (stereo not given)	-9	-5	19	4	19	2	-2	-7	0.4
CN(Cc1ccccc1F)C(=O)c1ccc(NS(=O)(=O)c2ccc3[nH]c(=O)[nH]c3c2)cc1	14	6	4	-2	-1	0	1	-3	0.0
COc1cccc(CN(C)C(=O)c2cc(-c3ccc(OC)c(OC)c3)nc3ccccc23)c1	-3	.	29	30*	15	12	-2	.	4.9
C[C@@H]1NC(=O)c2cc([N+](=O)[O-])cc(I)c2NCC[C@@H](C(N)=O)NC(=O)[C@H](CC(N)=O)NC1=O	6	-6	-3	6	-8	2	-3	-3	0.7
CCOc1ccccc1N1CCN(C(=S)NC(=O)C23CC4CC(CC(C4)C2)C3)CC1	-4	-4	-12	-6	-7	0	-7	0	0.6
COCc1[nH]nc2c1C(c1ccnc3ccccc13)C(C#N)=C(N)O2 (stereo not given)	8	-4	-7	6	9	0	-2	-1	-0.5
CCOC(=O)C1=C(C)c2ccccc2OC1(CC)C(=O)OCC (stereo not given)	10	.	-12	-5	-14	-2	-6	-20	-0.3
O=C(c1sc2cccc(Cl)c2c1Cl)N1CCN(CCc2ccccn2)CC1	-2	0	5	-4	11	8	-3	-24	2.9
CN(C)S(=O)(=O)c1cccc(-c2csc(=Nc3ccccc3)n2CCCN2CCOCC2)c1	1	-2	-6	5	-13	1	-5	-18	1.5
COc1ccc(CNCC(C)NCc2ccc(OC)c(OC)c2)cc1OC (stereo not given)	10	-5	-14	9	-1	2	-5	-12	0.2
Cc1ccc(NC(=O)COC(=O)C2CC2)cc1S(=O)(=O)N1CCOCC1	7	-8	-11	-3	-26	3	-2	-4	3.0

A different layout for some results above.
SMILES: C=C1CCC[C@]2(C)C[C@H]3OC(=O)C(CNCC(OC)OC)[C@H]3CC12 (stereo not given in full)
  CHRM1 PAM: 12; OXTR potentiate: -5; M1 antag: -10; CHRM4 antagonist: 1; CHO-K1 Ca antag: -8; M4 ag: 0; CHRM1 agonist: -1; CHO parental Ca: -21; M1 ag parental: 3.7
SMILES: Cc1ccc(NC(=O)COC(=O)C2CC2)cc1S(=O)(=O)N1CCOCC1
  CHRM1 PAM: 7; OXTR potentiate: -8; M1 antag: -11; CHRM4 antagonist: -3; CHO-K1 Ca antag: -26; M4 ag: 3; CHRM1 agonist: -2; CHO parental Ca: -4; M1 ag parental: 3.0
